# Vif-A3G inh – qHTS for Inhibitors of Vif-A3G Interactions: qHTS. DNA dC->dU-editing enzyme APOBEC-3G (Homo sapiens), Q9HC16. HeLa A3G-eYFP + Vif (tagged APOBEC3G with the HIV-1 protein that degrades it), YFP fluorescence, overnight. Potency, µM (series often up to 46.1 µM), inactives show at the highest dose activity, negative = active, usual class: inhibitors. 410,000 tested, 0.076% active;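 note: potency is the fitted concentration of half-maximal effect; % is set by controls: 0 for no effect and ±100 for the full control effect; nearly all actives have a fitted effect of over 60% in size; hits raise eYFP signal because A3G escapes Vif-driven loss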
# Target sequence (Q9HC16 whole entry, looked up): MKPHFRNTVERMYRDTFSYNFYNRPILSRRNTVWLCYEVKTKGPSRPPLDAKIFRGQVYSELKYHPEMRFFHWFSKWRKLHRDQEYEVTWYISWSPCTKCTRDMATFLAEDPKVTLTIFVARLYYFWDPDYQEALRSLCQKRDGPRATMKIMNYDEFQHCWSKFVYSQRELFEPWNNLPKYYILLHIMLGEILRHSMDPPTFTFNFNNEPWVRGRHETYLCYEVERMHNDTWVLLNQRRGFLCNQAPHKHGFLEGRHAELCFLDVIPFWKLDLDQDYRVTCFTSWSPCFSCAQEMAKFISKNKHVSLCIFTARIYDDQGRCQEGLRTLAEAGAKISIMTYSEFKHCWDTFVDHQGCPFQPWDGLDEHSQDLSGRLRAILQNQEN
#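 Read-out is eYFP fluorescence (Ex 488/Em 500-530) from Vif-expressing HeLa A3G-eYFP cells; more signal means A3G escaped Vif-mediated degradation. Cells plated overnight, compound pinned in, incubated overnight at 37 deg C.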
# Glioma ERSR ind – qHTS for Inducers of the Endoplasmic Reticulum Stress Response (ERSR) in Human Glioma: qHTS. U87-MG GRP78 promoter luciferase reporter, 16 h. Potency, µM, for the others: at the highest dose activation, actives largely listed as activators. 420,000 tested, 0.02% active; note: potency is the fitted concentration of half-maximal effect; series mostly up to about 76 µM; % of control where 0% means no effect; nearly all actives have a fitted effect of over 35% in size
#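 ERSR induction read as luciferase luminescence (Bright-Glo, 10 min at room temperature) in stably transfected human U87-MG glioma cells exposed to compounds for 16 h, using GRP78 as sensor.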
# LDHA inh – qHTS assay for inhibitors of human lactate dehydrogenase. L-lactate dehydrogenase A chain (Homo sapiens), P00338. purified LDHA, NADH/diaphorase-resazurin fluorescence; stronger effect = lower value. activity change, % (values are at about 110 or 230 µM). 480,000 tested, 0.15% active. AID 1347041, 2019; in the data active = activity change below about -30%; inconclusive = mostly about -25% to -30%;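 note: plate controls were DMSO wells for no effect and wells without enzyme for full effect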
#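 Remaining NADH was detected by diaphorase (0.133 mg/mL) converting 37 µM resazurin to fluorescent resorufin, read at 0 and 20 minutes. The preceding 5-minute room-temperature reaction used 2 nM LDHA, 0.2 mM sodium pyruvate and 0.06 mM NADH at pH 7.4.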
# D2 potentiator – HTS Assay for Positive Allosteric Modulators of the Human D2 Dopamine Receptor: Primary Screen for Potentiators | D(2) dopamine receptor (Homo sapiens), P14416 | potentiation, % at 10 µM | AID 485347, 2010 | 340,000 tested, 0.34% active | HEK293 T-REx D2, calcium flux, EC20 dopamine potentiation;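 active = potentiation over 3 SD above the plate norm, cut at about 30% in these data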; note: 0% is about no effect
#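 Using a no-wash calcium dye in inducible, force-coupled HEK293 Trex cells expressing D2, we tracked fluorescence each second for 180 s after compound, then for 180 s after EC20 dopamine to detect augmented signalling.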
# RXFP1 agonist – qHTS Assay for Agonists of the Relaxin Receptor RXFP1; AID 2676, 2010; Relaxin receptor 1 (Homo sapiens), Q9HBX9; HEK293T-RXFP1 cAMP TR-FRET, 30 min; response scale: percent of porcine relaxin response, buffer zero; Potency, µM (top dose mostly 57.5 µM), for inactives: at the top dose activation, actives largely listed as activators; 370,000 tested, 0.3% active; note: potency is the fitted concentration of half-maximal effect; % is set by controls: 0 for no effect and ±100 for the full control effect; nearly all actives have a fitted effect of over 60% in size; many of its hits are not listed in these tables
#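 Agonist response is measured as cAMP accumulation in an RXFP1-transfected HEK293T line under PDE4 inhibition. Values are scaled between buffer-only and 29 nM porcine relaxin, and EC50s come from standard Hill equation fits.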
# Vif-A3F inh – qHTS for Inhibitors of Vif-A3F Interactions: qHTS. HeLa A3F-eYFP + Vif (tagged APOBEC3F with the HIV-1 protein that degrades it), YFP fluorescence increase. Potency, µM (doses to about 46.1 µM), without a hit: at the highest dose activity, negative = active. 390,000 tested, 0.2% active. AID 602313, 2012; note: potency is the fitted concentration of half-maximal effect; % of control where 0% means no effect; nearly all actives have a fitted effect of over 65% in size
#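 HeLa cells stably expressing A3F-eYFP plus Vif, plated and incubated overnight at 37 deg C, then exposed to compounds overnight at 37 deg C. Blocked degradation read as raised yellow fluorescence (Ex 488/Em 500-530).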
# D1 agonist – Allosteric Agonists of the Human D1 Dopamine Receptor: qHTS; D(1A) dopamine receptor (Homo sapiens), P21728; activation, % at 2 µM; 360,000 tested, 1% active; HEK293 T-REx D1 cells, calcium flux, agonist mode; in the data active = activation above about 30%; note: 0% is about no effect
# Target sequence (P21728 whole entry, looked up): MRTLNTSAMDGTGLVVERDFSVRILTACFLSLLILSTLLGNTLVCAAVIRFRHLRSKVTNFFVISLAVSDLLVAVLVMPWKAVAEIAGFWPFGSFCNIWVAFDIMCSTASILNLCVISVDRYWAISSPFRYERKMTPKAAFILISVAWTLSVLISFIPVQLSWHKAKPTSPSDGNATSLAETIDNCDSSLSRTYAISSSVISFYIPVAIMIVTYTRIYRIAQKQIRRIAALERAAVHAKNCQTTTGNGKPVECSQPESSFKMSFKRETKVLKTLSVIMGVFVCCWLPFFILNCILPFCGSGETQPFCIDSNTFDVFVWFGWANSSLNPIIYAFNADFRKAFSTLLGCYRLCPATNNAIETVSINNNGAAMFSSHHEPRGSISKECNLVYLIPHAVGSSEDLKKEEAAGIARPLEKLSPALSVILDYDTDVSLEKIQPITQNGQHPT
#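 Agonism was scored from calcium flux recorded over 180 s (1 read/s) after pintool compound addition, following a 10-cycle baseline. Cells were inducible force-coupled HEK293 TREx D1, plated overnight at 30 C and loaded with no-wash calcium dye.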
# D1 potentiator – Potentiators of Human D1 Dopamine Receptor: qHTS; HEK293 TREx D1 cells, calcium flux, dopamine EC20 potentiation; potentiation, % at 10 µM; 360,000 tested, 0.036% active; in the data active = potentiation above about 30%; note: 0% is about no effect
# D1 antagonist – Antagonist of Human D 1 Dopamine Receptor: qHTS. HEK293 TREx D1 cells, calcium flux, dopamine EC80; stronger effect = lower value. activity change, negative = inhibition, % at 10 µM. 360,000 tested, 3.2% active; in the data active = activity change below about -30%; note: % is set by controls: 0 for no effect and ±100 for the full control effect
#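 HEK293 T-REx cells expressing inducible, force-coupled D1 receptor; no-wash Ca dye, 30–90 min RT. Cmpd → 180 s read at 1 Hz → EC80 DA → 180 s read.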
# Active calls of the source: *; ? = inconclusive; / = no result given. Unless noted, calls come from the whole dose curve; as a rule, active = well fitted curve in the direction sought with a large enough effect; inconclusive = small, poorly fitted or top-dose-only effect, or another doubt; inactive = no such curve, though single readings can be large; an effect the other way counts as inactive or inconclusive.
No.	structure	Vif-A3G inh	Glioma ERSR ind	LDHA inh	D2 potentiator	RXFP1 agonist	Vif-A3F inh	D1 agonist	D1 potentiator	D1 antagonist
1	CC(=O)N1CCc2cc(CNS(=O)(=O)c3ccc(C(C)(C)C)cc3)ccc21	7%	-1%	-3	4	3.3%	0%	11	-3	-4
2	CC(=O)N1c2ccc(S(=O)(=O)N3CCCCC3)cc2CC1C (centres undefined)	6%	-2%	-6	/	-0.4%	0%	6	-3	6
3	CC(=O)Oc1cc2c(cc1Cl)C1(CC(c3ccccc3Cl)O2)CC(C)(C)NC(=S)N1 (centres undefined)	-3%	-6%	-1	17	-2.1%	/	4	0	10
4	CCc1ccc(-n2nnnc2SCC(=O)Nc2ccc(NC(C)=O)cc2)cc1	-4%	-3%	-1	11	-1.8%	0%	-3	-4	5
5	CCc1ccccc1S(=O)(=O)Cc1ccc(C(=O)NC(C)C)o1	-1%	-2%	-6	/	/	1%	/	/	/
6	c1ccc(-c2cc(-c3ccccc3)n3ncnc3n2)cc1	0%	1%	3	-1	3.7%	0%	0	6	-3
7	CCOc1cc(C(=S)N2CCOCC2)ccc1OS(=O)(=O)c1ccccc1[N+](=O)[O-]	0%	1%	-7	2	0.8%	-2%	12	-4	-8
8	Cc1ccc(C(=O)NCCCN2CCOCC2)cc1N1CCCC1=O	0%	-8%	-8	4	-0.7%	-3%	0	-7	2
9	O=C(CSc1ccc(/C=N/NC(=O)c2cccc(F)c2)o1)Nc1ccccc1	-6%	1%	-7	-1	2.0%	-2%	3	0	-1
10	COc1ccc(OC)c(NC(=O)C(CC(=O)O)Cc2ccc(Cl)cc2)c1 (centres undefined)	1%	-1%	-3	11	-3.8%	4%	-1	-9	8
11	Cc1nc(-c2ccccc2OC(F)(F)F)[nH]c(=O)c1Cl	4%	-3%	-4	7	-0.4%	10%	1	-3	2
12	Cc1ccccc1NC(=O)CSc1ncc2c(n1)-c1ccccc1N(C)S2(=O)=O	0%	-1%	-6	2	29%	-7%	1	3	-2
13	Cc1ccc(NC(=O)N2CCC(NC(=O)c3ccccc3C)CC2)cc1	-1%	-3%	5	7	1.2%	4%	1	-2	14
14	COC(=O)c1cc(N=CC2=C(O)CC(C)(C)CC2=O)cc(C(=O)OC)c1	1%	-5%	-10	0	-0.2%	1%	3	-3	1
15	CCc1ccccc1N(C)S(=O)(=O)c1cc(-c2cc(C)no2)ccc1OC	-18%	-2%	-14	0	4.1%	-2%	9	-9	-16
16	CCOCc1nnc(NC(=O)CCC2CCCCC2)s1	-2%	1%	-11	-1	-6.5%	6%	1	13	3
17	CC1CCN(C(C(=O)Nc2ccc(C(C)C)cc2)c2ccc3c(c2)OCO3)CC1 (centres undefined)	1%	-1%	3	15	0.1%	-2%	9	0	23
18	Cc1ccccc1Cn1cc(NC(=O)c2noc(C(C)C)c2[N+](=O)[O-])cn1	-1%	-3%	-1	-3	3.2%	0%	2	1	-1
19	Cc1ccc(S(=O)(=O)C(CNS(=O)(=O)c2ccc(F)c(C)c2)c2cccs2)cc1 (centres undefined)	7%	-2%	-4	2	-0.1%	-6%	2	-1	/
20	Cc1cc2ccccn2c1C(=O)Nc1ccc(Cl)cc1	8%	-2%	-6	-9	5.2%	-12%	6	-6	6

# Three structures from above, arranged by length of the SMILES, lowest first.
No.	structure	Vif-A3G inh	Glioma ERSR ind	LDHA inh	D2 potentiator	RXFP1 agonist	Vif-A3F inh	D1 agonist	D1 potentiator	D1 antagonist
20	Cc1cc2ccccn2c1C(=O)Nc1ccc(Cl)cc1	8%	-2%	-6	-9	5.2%	-12%	6	-6	6
4	CCc1ccc(-n2nnnc2SCC(=O)Nc2ccc(NC(C)=O)cc2)cc1	-4%	-3%	-1	11	-1.8%	0%	-3	-4	5
18	Cc1ccccc1Cn1cc(NC(=O)c2noc(C(C)C)c2[N+](=O)[O-])cn1	-1%	-3%	-1	-3	3.2%	0%	2	1	-1

# A few values from the results shown:
# In RXFP1 agonist, cpd 11 is entered as -0.4%
# In Glioma ERSR ind, cpd 18 is entered as -3%
# In Vif-A3G inh, cpd 2 is entered as 6%
# In D2 potentiator, cpd 10 is entered as 11

# Next section:
No.	structure	Vif-A3G inh	Glioma ERSR ind	LDHA inh	D2 potentiator	RXFP1 agonist	Vif-A3F inh	D1 agonist	D1 potentiator	D1 antagonist
21	Fc1cccc(Cl)c1-c1nnc2ccc(C(F)(F)F)cn12	3%	-2%	-2	-6	3.4%	-10%	0	-2	-3
22	Cc1ccc(C(=O)OCC(=O)NCC2COc3ccccc3O2)cc1 (centres undefined)	-1%	2%	-14	18	-1.4%	8%	0	8	7
23	C/C(=N\NC(=O)C1COc2ccccc2O1)c1ccc(Cl)s1 (centres undefined)	3%	-1%	-6	3	-1.2%	-8%	1	-6	3
24	Cc1ccc2nc(NC(=O)CSCC(=O)OCC(=O)c3ccc(Br)cc3)sc2c1	-3%	-12%	-1	/	5.6%	6%	/	/	/
25	O=C(NCc1ccco1)c1cc2n(n1)C(C(F)(F)F)CC(c1ccc(F)cc1)N2 (centres undefined)	-2%	-1%	-11	-6	-0.4%	0%	4	-9	-1
26	Cc1ccccc1CNC(=O)C(=O)NCC(c1ccco1)S(=O)(=O)c1ccccc1 (centres undefined)	4%	-3%	-2	-5	2.0%	1%	-2	-1	/
27	CN1c2ccsc2C(O)=C(C(=S)Nc2ccccc2)S1(=O)=O	0%	?	0	-10	0.7%	-2%	-1	-2	/
28	COc1cc(-c2nnn(CC(=O)NC3CCS(=O)(=O)C3)n2)ccc1OCc1ccccc1 (centres undefined)	0%	9%	-1	/	3.5%	1%	0	-6	6
29	CC(C)[C@H](NC(=O)c1ccccc1Cl)C(=O)OCc1cc(=O)n2cc(Br)ccc2n1	3%	-3%	-11	9	?	3%	1	-5	4
30	O=c1[nH]c(CSc2ccccc2)nc2c1oc1ccccc12	-6%	6%	-1	11	-1.2%	-9%	3	-2	-14
31	CC1C(=O)N(Cc2cn(CC3CCCCC3)nn2)CCS(=O)(=O)N1Cc1ccc(-c2cccc(CO)c2)cc1 (centres undefined)	3%	1%	-1	/	/	1%	/	/	/
32	COc1ccc(Cn2nnnc2CN(CCCN2CCOCC2)Cc2cc3cc(OC)ccc3[nH]c2=O)cc1	3%	-3%	-7	/	1.7%	4%	3	-3	1
33	Cc1nnc2c(Oc3ccccc3)nc3ccccc3n12	1%	3%	-6	14	-1.5%	-6%	1	-4	4
34	Cn1c2c(c(=O)n(C)c1=O)C1c3ccccc3OCC1C(C)(C)O2 (centres undefined)	0%	1%	3	/	0.7%	1%	1	-4	-9
35	COc1cc(/C=N/NC(=O)CSCc2ccc([N+](=O)[O-])cc2)cc(OC)c1OC	0%	-3%	-3	7	-5.7%	2%	2	-8	9
36	CN(CCCC[C@H](CNCc1ccc(-c2ccccc2)cc1)N1C[C@H](c2ccccc2)N(CCc2ccc(Cl)c(Cl)c2)C(=O)C1=O)Cc1ccc(-c2ccccc2)cc1	/	/	/	-9	10.0%	/	3	2	10
37	Cc1ccc(CN(C(=O)COc2ccc(Cl)cc2)c2ccccn2)o1	-4%	2%	-3	4	-2.4%	-1%	-2	0	-13
38	CCc1c(C)nc(SCC(=O)N2CCc3ccccc32)[nH]c1=O	/	/	/	-8	-3.1%	/	1	2	3
39	C=CCN(CC=C)C(=O)CN1C(=O)c2ccccc2C1=O	-1%	-5%	-3	1	1.0%	-6%	0	7	-12
40	O=C(COC(=O)/C=C/c1ccc(OC(F)F)cc1)Nc1ccc(S(=O)(=O)N2CCCC2)cc1	-5%	-4%	-7	-16	5.2%	-1%	3	-4	-9
41	CCN(CC)c1nc(N)n(CCSC(=S)N(C)C)c(=O)n1	-1%	-4%	-6	14	-3.6%	1%	1	2	-6
42	O=C(Nc1ccccc1)C1=C(O)CC(c2ccc(Cl)cc2)N2CCN=C12 (centres undefined)	0%	1%	1	2	-2.6%	6%	10	-7	-16
43	Cc1cccc(N2CCN(c3ccc(C(=O)O)cc3NC(=O)c3cccc(Cl)c3)CC2C)c1 (centres undefined)	-4%	7%	0	11	-2.0%	9%	2	0	-7
44	CSc1cccc(Nc2nc3c(S(=O)(=O)c4ccccc4)nnn3c3ccc(Cl)cc23)c1	2%	0%	-8	-3	4.8%	-11%	-1	5	10
45	COc1ccc(C2=NN(C(=O)CN3CCCCC3)C(c3ccc(OC)cc3)C2)cc1 (centres undefined)	-7%	1%	-4	1	2.5%	0%	8	-2	-5
46	COc1ccc(C2C(=O)NN=C2C)cc1 (centres undefined)	-1%	3%	-20	/	/	3%	/	/	/
47	COCCN(C(=O)CSc1nc2ccccc2o1)c1c(N)n(Cc2ccccc2)c(=O)[nH]c1=O	0%	-1%	-8	7	-0.4%	0%	1	4	-9

# Entries of single compounds as entered above. Order of screens: Vif-A3G inh, Glioma ERSR ind, LDHA inh, D2 potentiator, RXFP1 agonist, Vif-A3F inh, D1 agonist, D1 potentiator, D1 antagonist
# Record of Cc1ccccc1CNC(=O)C(=O)NCC(c1ccco1)S(=O)(=O)c1ccccc1 (centres undefined) : 4%, -3%, -2, -5, 2.0%, 1%, -2, -1, /
# Record of COc1ccc(OC)c(NC(=O)C(CC(=O)O)Cc2ccc(Cl)cc2)c1 (centres undefined) : 1%, -1%, -3, 11, -3.8%, 4%, -1, -9, 8
# Record of CSc1cccc(Nc2nc3c(S(=O)(=O)c4ccccc4)nnn3c3ccc(Cl)cc23)c1 : 2%, 0%, -8, -3, 4.8%, -11%, -1, 5, 10

# Screens from PubChem.

# These rows are one share of the data. The share of hits here may be higher or lower than overall.
